Casp1 inh: caspase-1 (human) inhibition, allosteric or competitive. P29466. Potency, µM (titrated, usually from 57.5 µM), inactives show at the highest dose activity change, negative = inhibition, usual class: inhibitors. AID 900. Caspase-1 enzyme, Ac-WEHD-AFC fluorogenic rate. hit rate 0.03% among 75,000;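 further: potency means the concentration at half of the fitted maximal effect; plate controls were vehicle for no effect and no substrate for full effect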
BRCT inh red: BRCT-phosphoprotein interaction inhibition (red fluorophore) | P38398 | BRCT-phosphopeptide binding, red fluorescence polarization | Potency, µM (top dose mostly 76.9 µM), for inactives: at the top dose activity change, negative = inhibition, most hits filed as inhibitors | hit rate 0.03% among 75,000 | AID 892; further: on the % scale 0 is the no-effect control and ±100 the full control effect
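Rhodamine-labelled pBACH1 10-mer (100 nM) bound to BRCT domain (100 nM) at pH 7.3; compounds incubated 12 min room temperature, polarization read. Free peptide defines full inhibition; unlabelled decapeptide titrated as control.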
A350 autofl: A350 region autofluorescence. Compound autofluorescence, 340/450 nm, Alexa 350 dye-equivalents; active compounds read high. max dye-equivalent concentration, M. hit rate 11% among 59,000; in the data active means max dye-equivalent concentration above about 10 nM; inconclusive means mostly about 1.1 nM to 9.6 nM
USP2a inhib: inhibitors of human ubiquitin-specific protease USP2a; O75604; USP2a enzymatic assay, qHTS inhibition; Potency, µM (titrated, usually from 38.3 µM), for inactives: at the highest dose activity change, negative = inhibition, actives largely listed as inhibitors; hit rate 0.1% among 60,000;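 further: potency means the concentration at half of the fitted maximal effect; nearly all actives have a fitted effect of over 60% in size; plate controls were DMSO for no effect and NEM full inhibition control for full effect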
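20 nM USP2 core + cpd, 30 min RT; add 20 nM Ub-PLA2/20 uM NBD C6-HPC; read Ex460/Em535 at 0 h and 2.5 h. Normalized to NEM; qHTS curve fit/classification.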
BRCT PPI green: BRCA1 BRCT-phosphoprotein interaction inhibition | P38398 | BRCA1 BRCT-phosphopeptide binding, green fluorescence polarization | Potency, µM (series often up to 76.9 µM), without a hit: top-dose activity change, negative = inhibition, most hits filed as inhibitors | hit rate 0.05% among 75,000;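 further: potency means the concentration at half of the fitted maximal effect; plate controls were peptide without protein for full effect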
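Fluorescence polarization: His-tagged BRCT (~35 kDa BRCA1 C-terminus, 250 nM) bound to 100 nM fluorescein-labeled phosphorylated 10-aa BACH1 peptide, pH 7.3 phosphate buffer with DTT and Tween 20. Compounds incubated 12 min at room temperature; inhibition read as lowered polarization.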
4-MU autofl: compound fluoresces in the 4-MU spectral region; compound autofluorescence, 340/450 nm, 4-MU equivalents; active compounds read high; max dye-equivalent concentration, M; hit rate 11% among 59,000; in the data active means max dye-equivalent concentration above about 10 nM; inconclusive means mostly about 1.1 nM to 9.6 nM
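Compounds in 100 mM Tris, pH 8.0, sat 15 min at room temperature before fluorescence was read at 340 nm excitation/450 nm emission; a per-plate six-point 4-MU standard curve converted signals to dye-equivalent concentration at each compound concentration.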
Fluorescein fluor: compound fluoresces in the fluorescein spectral region; Compound autofluorescence, 480/540 nm, fluorescein-equivalent; active compounds read high; hit rate 0.91% among 59,000; max fluorescein-equivalent concentration, M; in the data active means max fluorescein-equivalent concentration above about 10 nM; inconclusive means between about 1.1 nM and that limit
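Tris 100 mM pH 8.0; 15 min RT; CCD read, ex 480/em 540 nm. Output: fluorescein-equivalent concentration per compound concentration, from six-point dye series on each plate.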
Ub-GFP proteasome: ubiquitin-GFP accumulation via proteasome inhibition; Potency, µM (top dose mostly 45.9 µM), without a hit: top-dose activation (GFP accumulation), actives largely listed as activators; AID 526; Ubiquitin-GFP reporter cells, proteasome inhibition, GFP fluorescence; response scale: untreated = 0%, 10 µM MG-132 = 100%; 67,000 tested, under 10 active; active means well fitted activation curve with a large enough effect, not every such curve was filed as active; inconclusive means small, poorly fitted or top-dose-only effect, or another doubt; inactive means no such curve, though single readings can be large or run the other way; further: potency means the concentration at half of the fitted maximal effect
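U2OS Ub(G76V)-GFP reporter; O/N plating, 0.5% FBS; cpd 46 uM–2.9 nM, 4 h, 37 °C; GFP+ cell count, 488/515 nm; norm. to basal vs 10 uM MG-132; CRC fit.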
HEK293 cAMP cs: raises cAMP in parental HEK293 cells, TSHR agonist counter-screen; parental HEK293 CNG cAMP sensor, membrane potential fluorescence; Potency, µM (highest dose often 57.1 µM), for inactives: at the highest dose activation, hits mostly activators; hit rate 2.5% among 73,000; AID 938; further: potency means the concentration at half of the fitted maximal effect; % of control where 0% means no effect; nearly all actives have a fitted effect of over 55% in size
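Counterscreen for endogenous-receptor signalling: CNG-channel HEK 293 cells report cAMP rise by membrane depolarization. After 60 min dye equilibration with 100 uM RO 20-1724, compounds incubated 30 min before bottom-read fluorescence at 590 nm.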
Caspase-7 inhib: caspase-7 (human) inhibition, allosteric or competitive; recombinant caspase-7, Ac-DEVD-AFC fluorescence rate; Potency, µM (top dose mostly 57.5 µM), for inactives: at the highest dose activity change, negative = inhibition, hits mostly inhibitors; hit rate 0.02% among 75,000; AID 889; active means well fitted inhibition curve with a large enough effect in the main read-out, with a control signal flat, not every such curve was filed as active; inconclusive means small, poorly fitted or top-dose-only effect, or a change in a side signal; further: potency means the concentration at half of the fitted maximal effect; % of control where 0% means no effect
Epigenetic mod: derepresses silenced GFP locus in mouse C127i cells. hit rate 0.09% among 68,000. mouse C127i GFP locus derepression, cytometry, 30 h. AID 597. Potency, µM (series often up to 46.1 µM), for inactives: top-dose GFP derepression (activation); further: % of control where 0% means no effect
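Murine C127i mammary cells carrying a silenced, stably integrated CMV-driven GFP reporter were treated with compound for 30 hours at 37 C. After PBS washes, GFP-positive cells were counted by laser-scanning microplate cytometry.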
* marks the source's active call; other numbers are inactive results; i = inactive; ? = inconclusive; nt = not tested or not shown; & = joins results of further samples; [ ] = another dose, or the depositor's remark. Unless noted, the call rests on the fitted dose curve; in most records, active means well fitted curve in the direction sought with a large enough effect; inconclusive means small, poorly fitted or top-dose-only effect, or another doubt; inactive means no such curve, though single readings can be large; an effect the other way counts as inactive or inconclusive. Only part of the results is shown; the hit share may differ from the screen's.

Results follow in this order: HEK293 cAMP cs	4-MU autofl	Ub-GFP proteasome	A350 autofl	Caspase-7 inhib	BRCT inh red	Epigenetic mod	USP2a inhib	Fluorescein fluor	BRCT PPI green	Casp1 inh
#1 Cc1cc(C)c(C#N)c(SCc2ccccc2C(=O)O)n1
 : 6%	1.3e-08M*	0%	1.3e-08M*	1%	-2.6%	5%	16%	i	0.4%	-1%
#2 CSc1ccccc1NC(=O)c1ccccc1N(C)S(C)(=O)=O
 : 0%	?	20%	?	0%	-0.5%	0%	-1%	i	-1.6%	0%
#3 CC1(C)Oc2ccc3ccc(=O)oc3c2CC1O (stereo not drawn)
 : nt	nt	nt	nt	-1%	0.4%	nt	1%	nt	0.3%	3%
#4 CCCc1cc(=O)[nH]c(/N=C(\N)Nc2ccccc2)n1
 : -1%	i	3%	i	1%	-1.0%	-2%	-4%	i	1.1%	0%
#5 C=CCn1c(CCCNC(=O)C(C)(C)C)nc2ccccc21
 : 8%	nt	1%	nt	2%	-0.2%	nt	nt	nt	-0.7%	-4%
#6 O=C(CN(Cc1ccco1)C(=O)c1cc(=O)[nH]c2ccccc12)Nc1ccccc1C(F)(F)F
 : 25%	?	2%	?	-3%	-2.7%	-4%	22%	i	-1.4%	2%
#7 CCS(=O)(=O)N1CCC(C(=O)NCCCN2CCN(c3ccccc3F)CC2)CC1
 : 8%	i	-6%	?	1%	0.5%	-1%	0%	i	-0.3%	1%
#8 CCn1cc(Br)c(-c2nc3ccccc3c(=O)n2N)n1
 : ?	i	-1%	i	0%	0.4%	3%	-5%	i	0.4%	1%
#9 CC(=O)Nc1ccc(N/C=C/C(=O)C(C)(C)C)cc1
 : 0%	2e-08M*	-4%	2.2e-08M*	1%	-2.0%	4%	6%	?	-1.2%	-2%
#10 CCN1CCc2nc(NC(=O)Cc3ccc4c(c3)OCCO4)sc2C1
 : 6%	?	5%	?	-6%	-0.9%	0%	20%	i	1.0%	-7%
#11 COCCn1nnnc1C(c1ccccc1)N1CCN(C)CC1 (stereo not drawn)
 : 2%	i	-1%	i	-2%	2.4%	1%	0%	i	-3.2%	2%
#12 C[C@@H]1C=C[C@](Cc2ccccc2)(C(=O)NCCc2c[nH]c3ccccc23)N1C(=O)c1ccccc1
 : 2.5µM*	nt	nt	nt	-7%	0.3%	nt	nt	nt	-0.1%	-1%
#13 CCOC(=O)NC(Nc1nnc(SCC)s1)(C(F)(F)F)C(F)(F)F
 : 0%[11.4 µM]	nt	3%[9.17 µM]	nt	0%	-0.5%	-6%	4%[7.66 µM]	nt	-0.8%	-2%
#14 CSc1nc2n(n1)C(c1cc(Br)ccc1F)C(C(=O)N(C)C)=C(C)N2 (stereo not drawn)
 : 1%	i	-1%	i	-1%	-0.1%	0%	20%	?	-2.1%	1%
#15 Cc1c(NC(=O)c2ccc(COc3ccc4ccccc4c3)o2)c(=O)n(-c2ccccc2)n1C
 : 25%	i	-2%	i	-1%	1.0%	-3%	35%[activator]	i	-7.4%	-2%
#16 COc1ccccc1N1CCN(C(=O)c2ccc(C(C)(C)C)cc2)CC1
 : ?	i	-7%	i	-4%	-1.2%	-3%	11%	?	-0.3%	-1%
#17 CCOC(=O)C1=C(C)NC(=O)N(C(C)=O)C1c1ccc(Cl)cc1 (stereo not drawn)
 : -7%[11.4 µM]	nt	10%[9.17 µM]	nt	-1%	-0.6%	3%	-7%[7.66 µM]	nt	-3.4%	-2%
#18 CCOC(=O)N1CCN(C(=O)c2ccc3c(c2)N(CC)CCS3)CC1
 : 5%	nt	28%	nt	-3%	0.7%	0%	nt	nt	-1.6%	-4%
#19 NC(N)=N[C@H](CC(=O)O)c1ccccc1
 : 2%[11.4 µM]	i	2%[9.17 µM]	i	0%[11.5 µM]	1.0%[15.4 µM]	0%[9.22 µM]	nt	i	-3.1%[15.4 µM]	0%[11.5 µM]
#20 COc1ccc2c3c1O[C@H]1C[C@H](O)C=C[C@@]31CCN(C)C2
 : 4%&-1%&-2%	?	-7%&0%&-2%	?	1%	1.0%	1%	nt	i	-4.6%	-2%

Two compounds drawn at random from those above:
Results follow in this order: HEK293 cAMP cs	4-MU autofl	Ub-GFP proteasome	A350 autofl	Caspase-7 inhib	BRCT inh red	Epigenetic mod	USP2a inhib	Fluorescein fluor	BRCT PPI green	Casp1 inh
#4 CCCc1cc(=O)[nH]c(/N=C(\N)Nc2ccccc2)n1
 : -1%	i	3%	i	1%	-1.0%	-2%	-4%	i	1.1%	0%
#3 CC1(C)Oc2ccc3ccc(=O)oc3c2CC1O (stereo not drawn)
 : nt	nt	nt	nt	-1%	0.4%	nt	1%	nt	0.3%	3%

The listing continues.
Results follow in this order: HEK293 cAMP cs	4-MU autofl	Ub-GFP proteasome	A350 autofl	Caspase-7 inhib	BRCT inh red	Epigenetic mod	USP2a inhib	Fluorescein fluor	BRCT PPI green	Casp1 inh
#21 COc1ccc(OC)c(NC(=O)C2CCN(c3cc(-c4ccccc4)nc4ncnn34)CC2)c1
 : 5%	i	1%	i	-1%	-0.6%	-2%	29%	?	-5.9%	2%
#22 Cc1ccccc1-c1cc(N2CCN(C)CC2)ncn1
 : 14%	i	-4%	i	-3%	2.3%	0%[9.22 µM]	2%	?	-1.9%	1%
#23 COc1ccc(NC(=O)C2CCN(C(=O)c3ccccc3)CC2)c(OC)c1
 : 6%	nt	-6%	nt	1%	1.0%	3%	2%	nt	0.5%	0%
#24 COc1ccc(C(c2nnnn2C2CCCCC2)N2CCN(c3ccc(OC)cc3)CC2)cc1 (stereo not drawn)
 : 16%	i	-2%	i	0%	0.6%	1%	14%	i	1.6%	0%
#25 Cc1nc(N2CCN(C(c3ccccc3)c3ccccc3)CC2)[nH]c(=O)c1C
 : 14%	i	nt	i	0%	-0.1%	6%	10%	?	-0.7%	0%
#26 COC(=O)NC(c1ccccc1)C(C(=O)OC)C(=O)OC (stereo not drawn)
 : ?	nt	nt	nt	-1%[11.5 µM]	1.3%[15.4 µM]	nt	nt	nt	-0.3%[15.4 µM]	-1%[11.5 µM]
#27 COC(=O)c1c(NC(=O)C2CC2)sc2c1CCCC2
 : -2%	nt	-2%	nt	-2%	-1.8%	nt	nt	nt	-1.9%	3%
#28 CCOC(=O)C1=C(C)NC(C)=C(C(=O)OCC)C1C(=O)OCC(=O)N1CCc2ccccc2C1
 : 2%	6.2e-08M*	0%	7.9e-08M*	-5%	0.9%	-1%	20%	?	-1.5%	-4%
#29 Nc1nnc(-c2cccc(Cl)c2Cl)c(N)n1
 : 2%&10%	i	1%&5%	i	0%	0.9%	0%[20.6 µM]	-5%	?	-3.2%	2%
#30 CCc1nnc(NC(=O)NCN2C(=O)C3C4C=CC(C4)C3C2=O)s1 (stereo not drawn)
 : ?	i	-8%	i	0%	-3.1%	-1%	4%	?	-1.0%	-2%
#31 CCCCNC(=O)C(c1ccc(OCC(=O)OC)c(C(=O)OC)c1)N(CCOC)C(=O)CCCCCN1C(=O)NC(c2ccc(-c3ccccc3)cc2)C(C(=O)OCc2ccccc2)=C1C (stereo not drawn)
 : 18%	nt	nt	nt	-2%	-1.7%	nt	nt	nt	-1.6%	1%
#32 CCn1cc(C(=O)NCCCN2CC(C)CC(C)C2)c2cc(OC)c(OC)cc2c1=O (stereo not drawn)
 : -3%	i	-13%	i	-1%	0.5%	0%	6%	i	0.1%	-2%
#33 Cc1nn(-c2nc3ccccc3n2Cc2ccccc2)c2c1C(=O)CC(C)(C)C2
 : ?	i	-5%	i	-2%	-2.8%	-1%	28%	i	5.3%	-2%
#34 O=C(Nc1ccc2c(c1)OCCO2)C1CCCN1S(=O)(=O)c1cccc2cccnc12 (stereo not drawn)
 : 8%	nt	-3%	nt	-2%	0.5%	-2%	nt	nt	-0.9%	3%
#35 Cn1c(=O)cc(N2CCCCC2)[nH]c1=O
 : 0%	nt	1%	nt	-1%	-3.1%	nt	nt	nt	-3.1%	1%
#36 COC(=O)C1=C(C)Nc2nnnn2C1c1ccco1 (stereo not drawn)
 : 3%	1e-08M*	-11%	1.1e-08M*	0%	-0.1%	0%	3%	i	2.1%	-1%
#37 CC(C(=O)NCc1cccs1)n1cccc1 (stereo not drawn)
 : 7%	i	-9%	i	-1%	-0.6%	-1%	8%	i	-1.4%	1%
#38 O=C(c1ccccc1)N1CCN(C(=O)C23CC4CC(CC(C4)C2)C3)CC1
 : 5%	i	2%	i	7%	-1.5%	11%	-2%	?	0.2%	1%
#39 COc1ccc(-n2nnc3c(SCC(=O)N4CCN(c5ccccc5)CC4)ncnc32)cc1
 : ?	nt	nt	nt	0%	0.9%	nt	nt	nt	-2.5%	-2%
#40 CCOC(=O)Cn1c(=O)oc2cc(S(=O)(=O)NCCCc3ccccc3)ccc21
 : ?	nt	9%	nt	-4%	0.3%	nt	nt	nt	2.1%	-5%
#41 O=c1cc(NCc2ccco2)c2ccccc2o1
 : 1%	nt	8%	nt	-2%	-0.8%	3%	-6%	nt	-0.1%	0%
#42 NCCNC[C@H](O)CO
 : -3%[11.4 µM]	i	1%[9.17 µM]	i	2%[11.5 µM]	0.5%[15.4 µM]	7%[9.22 µM]	nt	?	5.6%[15.4 µM]	-1%[11.5 µM]
